Screens deposited in PubChem BioAssay by several laboratories.
Insulin prom up = insulin promoter activators in MIN6 cells, imaging, high-content screening, mouse beta cells; MIN6 insulin promoter-GFP reporter; stronger effect = higher value; z-score at 5 µM; hit rate 0.3% among 190,000;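 active = z-score above 3 at 5 µM with at least 500 cells counted in the well; inconclusive = wells under 500 cells, flagged as cytotoxic or low count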
TNAP activators = human TNAP enzyme activators, primary screen, biochemical, luminescent, no phosphate acceptor, uHTS (AID 1001). Alkaline phosphatase, tissue-nonspecific isozyme (Homo sapiens). purified TNAP, luminescent activation assay, no phosphate acceptor; higher activation fold means a stronger effect. activation fold at 20 µM; hits with a dose series show EC50 in µM. hit rate 0.03% among 200,000; in the data active = activation fold from about 3, or a potency from the dose series; inactive = the rest, 99 in 100 with activation fold below about 1.6; note: many of its hits are not listed in these tables
PMI inhibitors = inhibitors of human PMI, primary screen, biochemical, fluorescence intensity, coupled assay (AID 1209). Mannose-6-phosphate isomerase (Homo sapiens). hit rate 0.42% among 190,000. purified PMI enzyme, coupled fluorescence intensity; higher % means a stronger effect. inhibition, % at 20 µM, or IC50 in µM where a hit was titrated; in the data active = inhibition above about 50%;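 note: plate controls were DMSO vehicle for no effect and wells lacking substrate for full effect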
Dynein transport = inhibitors of GR-EGFP nuclear translocation, primary screen, dynein cargo transport inhibitor project, imaging, high-content, 3617.4 mouse cells | z-score, hits read low | hit rate 0.47% among 220,000 | test concentration mostly 20 µM; stimulated with dexamethasone, 1 µM; stronger effect = lower value;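 active = plate z-score of nuclear minus cytoplasmic receptor signal below a set negative limit, without overly bright fluorescence or cell loss, cut at about -3.5 in these data, passing the limit was not always enough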;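 note: z-score of nuclear minus cytoplasmic ring GR-EGFP intensity difference per well; some compounds called inactive have numbers as strong as hits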
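Buffer or medium: tet-free medium with charcoal-stripped serum / Also added: dexamethasone agonist, 1.0 µM final, for 30 min / Timing: induction 48 h, compound 1 h, agonist 30 min / Measured by: high-content fluorescence imaging after fixation / Read-out: nuclear-to-cytoplasmic GR-EGFP distribution per well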
bCat nuc transl = modulators of beta-catenin nuclear translocation, primary screen, imaging, HeLa cells, immunofluorescence, high-content; nuclear translocation activity, % at 5 µM; hit rate 0.3% among 190,000;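 active = nuclear translocation activity above 50% at 5 µM, with a well cell count of 50 or more; inconclusive = wells under 50 cells across six images, flagged as toxic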;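 note: per-cell ratio of nuclear to cytoplasmic median beta-catenin stain intensity; plate controls were DMSO negative control for no effect and GSK-3 inhibitor IX positive control for full effect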
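Signal – beta-catenin immunofluorescence imaging with DAPI · Test system – human HeLa cell line · Dosing – 5 µM primary single dose, 0.1% DMSO, 0.02–20 µM confirmation series · Measure – % activation, nuclear-to-cytoplasmic median beta-catenin signal ratio per cell · Incubation – 24 h compound exposure at 37°C, 5% CO2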
T cell modulator = modulators of CD8 T cell-vesicle binding, primary screen, mouse 2C CD8+ T cells, flow cytometry; 2C CD8+ T cell-vesicle binding; stronger effect = lower value; calls only at 7 µM; hit rate 0.068% among 330,000; AID 2052, 2009;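 active = response, share of CD8 T cells binding vesicles, and their 90th percentile fluorescence all below set limits, cut at about 80% in these data, passing the limit was not always enough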
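Incubation: binding step 1.5 h, 37 °C, antibody labelling 20 min, ice; system: murine 2C transgenic CD8+ T lymphocytes; technique: cytometric PE anti-B7-1 and Alexa647 anti-CD8 signals after 1% paraformaldehyde fixation; also added: QL9-charged Drosophila Ld/ICAM-1/B7-1 vesicles; control set: naked versus QL9-loaded vesicles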
MT stabilize HCS = microtubule stabilizers in HeLa cells, primary screen, imaging, high-content imaging | HeLa tubulin immunostaining HCS, 24 h; share of cells brighter than vehicle mean+2SD | % tubulin-high responders, % at 10 µM | hit rate 0.83% among 200,000;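 active = plate Z-score above 3 for both tubulin-high and condensed-nucleus cell shares, with cell loss under 80%, at 10 µM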;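 note: anti alpha tubulin signal scored within the nucleus-defined area of each cell; some results filed as inactive read as strong as hits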
Hep lipid drop = inhibitors of hepatocyte lipid droplet formation, primary screen, imaging, high-throughput imaging, BODIPY stain. hit rate 0.4% among 240,000. AML12 mouse hepatocytes, oleate lipid droplets. inhibition, % at 6.5 µM. AID 1656, 2009;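 active = lipid droplet intensity inhibited by at least 50%, with more than 500 cells counted; inconclusive = wells with under 300 cells, treated as cytotoxic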
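Test system: AML12 mouse liver cells; schedule: overnight exposure; technique: high-content imaging of BODIPY-stained droplets and DAPI nuclei; read-out: % inhibition of corrected integrated BODIPY droplet signal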
Myeloid diff 2 = induction of myeloid progenitor differentiation, primary screen, cell-based, flow cytometry, MLPCN library; ER-HoxA9 myeloid progenitors, lysozyme-GFP differentiation; calls only at 10 µM; hit rate 1% among 360,000; AID 624256, 2012;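 active = normalized GFP-positive differentiation at or above the plate's own cutoff, the solvent-only control mean plus 3 SD; inconclusive = no clear call, values can overlap the other calls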;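 note: cells exposed to compound for four days before flow analysis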
Dynein transport cytoplasmic EGFP = also measured in Dynein transport; calls as there; z-score; measured here: cytoplasmic GR-EGFP intensity; stronger effect = higher value
Dynein transport nuclear GR-EGFP = further read-out of Dynein transport, marked with its call; z-score; measured here: nuclear GR-EGFP intensity;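 lower value marks the stronger effect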
Dynein transport cell count = second read-out of Dynein transport, no call of its own (marks repeat the call); z-score; measured here: cell count per field
Insulin prom up cell count = also measured in Insulin prom up; calls as there; cell count; measured here: cytotoxicity, nuclei count;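 total cells summed across four imaged fields per well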
Hep lipid drop cells 6.5 µM = recorded beside Hep lipid drop, whose call it bears; cell count; measured here: cell count, cytotoxicity flag;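 cells counted across two imaged fields per well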
bCat nuc transl cell count 5 µM = recorded beside bCat nuc transl, whose call it bears; cell count; measured here: cell count, cytotoxicity flag
T cell modulator vesicle-bound % = second read-out of T cell modulator, no call of its own (marks repeat the call); double positive events, %; measured here: CD8+ vesicle-bound cell fraction;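 binding gate set so that unloaded-vesicle control wells show 10% double positive cells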
MT stabilize HCS Hoechst-high % = recorded beside MT stabilize HCS, whose call it bears; % Hoechst-high responders; measured here: nuclear condensation Hoechst responders;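 share of cells brighter than vehicle mean plus two SD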
MT stabilize HCS cytotoxicity % = second read-out of MT stabilize HCS, no call of its own (marks repeat the call); toxicity, %; measured here: cytotoxicity by cell density;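 0% = mean cell density of plate MIN control wells and 100% = no cells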
Myeloid diff 2 GFP+ MAC1+ % = further read-out of Myeloid diff 2, marked with its call; GFP+ MAC1+ double positive, %; measured here: differentiation confirmed by MAC1 staining
Starred values were filed as active, the others as inactive; i = inactive; ? = inconclusive; . = no result given.

SMILES	Insulin prom up	Insulin prom up cell count	TNAP activators	PMI inhibitors	Dynein transport	Dynein transport cytoplasmic EGFP	Dynein transport nuclear GR-EGFP	Dynein transport cell count	bCat nuc transl	bCat nuc transl cell count 5 µM	T cell modulator	T cell modulator vesicle-bound %	MT stabilize HCS	MT stabilize HCS Hoechst-high %	MT stabilize HCS cytotoxicity %	Hep lipid drop	Hep lipid drop cells 6.5 µM	Myeloid diff 2	Myeloid diff 2 GFP+ MAC1+ %
Cc1cccc2cc(CN(Cc3ccco3)C(=O)c3ccncc3)c(=O)[nH]c12	0.07	1139	1	9%	-1.3	-0.11	-0.49	-1.1	.	.	i	32	3.8	2.5	3.9	-3	674	i	0.8
CCCOc1ccc(CC(=O)NCC2(c3ccccc3)CCOCC2)cc1OC	-0.65	1617	1.1	12%	-1.1	-0.19	-1.3	0.084	-0.5	1330	i	43	2.8	1.5	4.9	.	.	i	1.2
CN(c1ccccc1)S(=O)(=O)c1cccc(NC(=O)Cn2cnc3c2c(=O)n(C)c(=O)n3C)c1	0.08	1464	1	1%	1.1	0.23	1	-0.91	-2.3	1123	i	51	8.2	0.9	4.0	-14	625	i	0.3
CC(C)(C)c1ccccc1OCCCCCNCCO	-0.04	1570	1	13%	0.036	0.013	0.44	-0.21	-0.8	991	i	40	4.7	2.7	7.7	-2	559	i	0.6
Cc1ccc(-n2cccc2/C=N/n2cnnc2)cc1Cl	.	.	1.2	2%	0.33	-0.14	0.049	0.41	-4.2	1193	i	50	2.0	2.5	11	13	774	i	1.2
Cc1ccc(NC(=O)CSc2nccn2Cc2ccccc2)cc1C	-0.33	1228	1.2	16%	-2.5	-0.54	-0.95	3.2	1.5	1402	i	42	3.1	2.5	6.4	.	.	i	1.6
Nc1nnc(CCS(=O)(=O)c2ccc(Cl)cc2)s1	-0.18	1362	1	15%	-0.22	-0.15	0.51	0.66	3.3	1165	i	62	2.2	1.1	5.3	-6	770	i	5.8
Cc1nn(Cc2noc(C(=O)NCc3ccc(F)cc3)n2)c(C)c1Br	0.43	1197	1.2	4%	-0.62	-0.29	-0.31	0.83	-5.6	1154	i	44	6.5	1.6	9.2	-2	669	i	0.3
CC(NC(=O)C(=O)N/N=C\c1ccc([N+](=O)[O-])cc1)c1ccccc1 (stereo not drawn)	0.46	1383	1.1	6%	0.49	-0.33	0.65	0.41	-1.9	1090	i	34	3.6	1.8	13	0	763	i	0.0
Clc1cccc(C2CCN(Cc3nc(CC4CC4)no3)C2)c1 (stereo not drawn)	-0.16	1543	1.1	5%	1.8	-0.091	1.6	-1.6	2.0	1394	i	30	2.4	1.6	14	0	661	i	0.3
Cc1nn(-c2ccccc2)c2nc(-c3ccco3)cc(C(=O)O)c12	-0.1	1113	1.1	-7%	-0.44	-0.17	-0.038	-0.065	-0.1	1134	i	39	2.8	1.7	0.5	.	.	i	0.5
Cc1c(NC(=O)COC(=O)COc2ccc(Nc3ccccc3)cc2)c(=O)n(-c2ccccc2)n1C	-0.38	1287	1.1	3%	-1.1	-0.23	-0.53	0.58	-3.5	1095	i	14	2.3	1.5	11	-10	735	i	0.1
COc1cc2c(cc1OC)CN(C(=S)Nc1ccc(OC(F)F)cc1)CC2	.	.	1.1	15%	-0.71	-0.33	-0.33	0.62	-1.6	1071	i	31	2.1	1.9	6.8	22	759	i	0.3
CC(C)Oc1ccc(NC(=O)c2ccncc2)cc1	.	.	1.1	16%	0.14	-0.14	0.46	0.36	.	.	i	41	3.5	2.9	4.8	-20	733	i	1.2
C/C(=N\NC(=O)CCc1ccc(S(=O)(=O)N2CCOCC2)cc1)c1ccc(OC(F)F)cc1	-0.26	1216	1	-1%	0.058	-0.31	0.29	0.37	-1.5	1108	i	29	11	1.3	3.8	2	640	i	0.2
O=C(c1cccs1)N1CCOCC1	-0.96	1361	1.2	2%	1.3	-0.4	0.17	0.17	-7.5	1001	i	31	3.5	3.1	14	.	.	i	1.0
CCOC(=O)Cn1nc(-c2ccccc2)nc1-c1ccccc1	0.01	1168	1	-2%	-0.046	-0.19	0.26	-0.55	-0.9	1168	i	13	5.8	3.6	11	.	.	i	2.2
Oc1ccccc1Oc1c(F)c(F)nc(N2CCCC2)c1F	0.71	1356	1	21%	-0.23	-0.19	-0.53	-0.43	-5.4	567	i	22	2.2	3.4	6.2	1	695	i	0.2
Cc1ccc2nc(Cl)c(/C=N/Nc3nc(C)cc(C)n3)c(=O)n2c1	-0.83	1387	1.2	-2%	0.21	0.12	0.93	-3.3	.	.	i	50	1.4	1.7	7.5	2	658	i	0.7
Cc1ccc(CN(CCO)CCO)cc1	-0.18	1383	1.1	14%	1.4	0.16	0.88	-1.6	-1.0	909	i	37	1.4	0.9	3.2	-26	684	i	0.1
Cc1cccc(N2CCN(C3=NC(=O)C(=C4CCCCC4)S3)CC2)c1	-1.1	1211	1.1	-2%	2	-0.21	1.2	-1.7	-6.3	997	i	26	6.6	3.2	5.6	.	.	i	1.7
CC(C)NC(=O)CSc1nc(N)c(NC(=O)c2ccco2)c(=O)[nH]1	-0.39	1382	1.1	-9%	-0.77	-0.14	0.0035	0.52	-1.5	1134	i	56	2.5	4.3	6.9	-15	679	i	0.2
COc1cc(/C=N/Nc2snc(SC)c2C#N)cc(OC)c1OC	-2.1	1522	1.1	-27%	0.36	-0.17	-0.71	0.53	-0.2	1319	i	25	2.6	1.3	3.5	.	.	i	0.6
CCCCCn1c(SCC(=O)OCC)nc2cc(C(=O)NCc3ccco3)ccc2c1=O	-1.1	1166	1.1	-3%	2.6	-0.25	1.8	-1.9	2.5	1385	i	45	7.1	1.9	13	.	.	i	4.8
CSc1nnnn1-c1ccc(C(=O)OCC(=O)N2CCOCC2)cc1	1	1310	1	7%	0.098	-0.26	0.18	0.59	-3.9	1183	i	34	4.2	2.3	5.6	-2	764	i	2.0
Cc1cc(=S)c2ccccc2[nH]1	0.36	1028	.	.	-0.39	-0.22	0.22	-0.19	-0.5	1334	i	49	.	.	.	16	761	i	0.4
CC(C)C[C@H](NS(=O)(=O)c1ccc(Br)cc1)C(=O)O	-0.49	843	1.1	5%	0.8	-0.15	0.56	0.067	-1.7	1198	i	7	1.2	1.9	6.1	-1	767	i	0.4
CCN1CCN(Cc2ccc(NC(=O)c3ccc(C)c(NC(=O)c4nccnc4N)c3)cc2C(F)(F)F)CC1	0.37	627	.	.	1	0.93	0.74	-1.1	-1.7	1279	i	29	.	.	.	22	678	?	.
COc1ccc(CNc2ccccc2SC)cc1OC	0.48	848	1.1	26%	0.68	-0.12	0.21	0.00066	.	.	i	10	2.9	1.6	16	-4	780	.	.
CCOC(=O)c1c(C)[nH]c(C(=O)COC(=O)CNC(=O)c2ccc(Br)cc2)c1C	0.57	1415	1.2	20%	0.14	-0.044	0.4	-0.064	2.3	863	i	52	6.7	4.1	2.0	1	660	i	0.3
O=C(c1ccco1)N1CCN=C1SCc1cccnc1	-0.17	1612	1.1	6%	0.039	-0.15	0.32	-0.24	-2.1	1047	i	13	5.5	3.5	3.7	.	.	i	0.2
CCC(=O)Nc1cc2c(cc1C(C)=O)OCCO2	-0.42	1077	1.1	4%	-1	-0.12	-0.51	0.94	-3.7	1237	i	14	3.1	2.3	5.5	26	754	i	0.6
CCOc1ccc(C(=O)COC(C)=O)cc1	0.06	1731	1.1	0%	0.37	-0.37	0.32	0.93	-0.4	1348	i	22	6.6	1.0	1.7	.	.	i	0.7
COC(=O)Cc1nnc(NC(=O)C(C)C)s1	.	.	1.1	8%	0.9	0.089	0.94	-1.2	-3.9	956	i	43	1.2	0.7	8.1	-3	768	i	0.7
O=C(CN1CCOCC1)N/N=C/c1cc2ccccc2nc1Cl	0.76	1853	1.1	14%	0.68	-0.026	0.02	-0.51	5.6	1067	i	29	2.2	2.3	4.6	1	596	i	1.1
O=C(NCC1CCCO1)c1ccc(CNS(=O)(=O)c2cccc(Cl)c2)cc1 (stereo not drawn)	0.15	1468	1.1	-2%	-0.16	-0.0045	0.038	0.46	1.0	932	i	59	2.5	1.6	3.4	12	685	i	0.0
